MC4R antag cAMP – antagonists of human melanocortin 4 receptor (MC4R) | MC4R-expressing cells, MTII-stimulated cAMP, LANCE TR-FRET | P32245 | inhibition, % at 6.5 µM | 360,000 tested, 0.48% active | AID 540295;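 active = inhibition above its plate's cutoff, the mean of tested wells on that plate plus 3 SD, cut at about 29% in these data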;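 note: 0% = Melanotan II alone and 100% = Melanotan II plus saturating MCL0020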
Target sequence (P32245 whole entry, looked up): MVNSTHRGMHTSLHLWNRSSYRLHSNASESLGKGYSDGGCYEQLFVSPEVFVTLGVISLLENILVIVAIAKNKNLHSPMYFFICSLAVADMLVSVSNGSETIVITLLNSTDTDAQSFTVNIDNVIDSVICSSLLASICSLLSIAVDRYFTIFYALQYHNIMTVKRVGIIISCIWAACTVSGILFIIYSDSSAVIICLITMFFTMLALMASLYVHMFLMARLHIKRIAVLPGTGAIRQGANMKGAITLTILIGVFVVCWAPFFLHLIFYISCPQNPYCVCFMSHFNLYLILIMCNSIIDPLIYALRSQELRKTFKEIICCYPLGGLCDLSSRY
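Assay system: U2OS-MC4R stable cell line; Also added: Melanotan II; Technique: Eu-cAMP/anti-cAMP TR-FRET, emission 671 nm; Times: 30-min compound, 1-h challenge, 1-h detection, room temperature.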
HTR2A ag – activates the mouse 5-HT2A serotonin receptor; P35363; CHO-K1 mHTR2A beta-arrestin complementation, luminescence; percent of 30 µM serotonin response; activation, % at 7.6 µM; 360,000 tested, 0.66% active;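 active = activation above a run cutoff, the mean activation of all tested compounds plus 3 SD, cut at about 14% in these data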;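 note: 0% = plate median of compound wells and 100% = 30 µM serotonin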
MC4R ag barr – activates human MC4R beta-arrestin recruitment | U2OS MC4R beta-arrestin complementation, luminescence; percent of melanotan II response, DMSO zero | 360,000 tested, 0.98% active | activation, % at 8.9 µM | AID 540308;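 active = activation above a per-plate cutoff, the mean activation of sample wells on that plate plus 3 SD, cut at about 8% in these data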
ABCB6 inh 2 – human ABCB6 transporter inhibition; Q9NP58; K562-ABCB6 porphyrin accumulation, flow cytometry, 1 h; active compounds read low; fluorescence ratio to DMSO, % at 10 µM; 360,000 tested, 0.19% active; AID 602162;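 active = fluorescence ratio to DMSO below 75%, the collection mean minus 3 SD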;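 note: signal is porphyrin accumulated inside mitochondria; 100% equals median channel fluorescence of DMSO control wells; lower ratio means ABCB6 inhibition with less porphyrin fluorescence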
ABHD5 PLIN5 PPI – ABHD5-PLIN5 protein interaction inhibition | inhibition, % at 4 µM | AID 602281 | 360,000 tested, 0.78% active | Split G. princeps luciferase complementation, luminescence, 4 h;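 active = inhibition above the mean inhibition across every tested compound plus 3 SD, cut at about 22% in these data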;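 note: 0% = DMSO only wells and the 100% control is not disclosed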
H9c2 protect – protects H9c2 cardiomyocytes from peroxide injury; H2O2 injury protection, ATPLite, 2 h; protection from H2O2 cell death, % at 20 µM; 360,000 tested, 0.63% active; AID 588492;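 active = compounds giving at least 50% protection of heart cells from peroxide-induced death in the single-dose screen, raw or plate-pattern-corrected value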;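 note: 0% = DMSO wells with peroxide and 100% = DMSO wells without peroxide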
Glyco luc inh – blocks N-linked glycosylation in D54 reporter cells | 360,000 tested, 0.23% active | D54 ERlucT glycosylation luciferase reporter, 24 h; percent of 100 nM tunicamycin response | reporter increase, % at 12.5 µM;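 active = mean luciferase reporter signal, scaled so untreated is 0 and the glycosylation-blocking control 100, at or above a set limit in every replicate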;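 note: luciferase carries N-glycosylation sites so blocking glycosylation raises the light; 0% = median of neutral control wells and 100% = median of 100 nM tunicamycin wells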
NOD2-RIPK2 inh – inhibitors of human NOD2-RIPK2 interaction; O43353; CHO BLA complementation NOD2-RIPK2, CCF4 ratio; inhibition, % at 4.98 µM; 360,000 tested, 0.38% active; AID 624267; in the data active = inhibition above about 21%;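 note: 0% = vehicle only and 100% = reference blocker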
Target sequence (O43353 whole entry, looked up): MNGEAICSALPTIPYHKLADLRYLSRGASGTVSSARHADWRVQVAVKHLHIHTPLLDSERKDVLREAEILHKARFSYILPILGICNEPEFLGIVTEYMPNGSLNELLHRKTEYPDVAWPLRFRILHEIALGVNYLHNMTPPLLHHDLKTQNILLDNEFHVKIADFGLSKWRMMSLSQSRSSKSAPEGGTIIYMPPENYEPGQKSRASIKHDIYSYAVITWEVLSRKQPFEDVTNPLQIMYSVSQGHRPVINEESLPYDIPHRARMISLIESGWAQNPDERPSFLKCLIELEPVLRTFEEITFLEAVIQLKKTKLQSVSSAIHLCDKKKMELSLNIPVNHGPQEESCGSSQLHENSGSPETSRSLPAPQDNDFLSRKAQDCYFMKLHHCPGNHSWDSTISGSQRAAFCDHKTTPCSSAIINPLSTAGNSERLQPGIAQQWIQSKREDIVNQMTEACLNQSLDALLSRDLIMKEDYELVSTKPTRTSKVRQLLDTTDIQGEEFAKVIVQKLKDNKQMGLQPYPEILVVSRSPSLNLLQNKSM
NCOA2 inhibitor – human SRC2 (NCOA2) inhibition | Q15596 | HEK293 GAL4-SRC2 luciferase reporter, luminescence | inhibition, % at 9 µM | 370,000 tested, 0.17% active;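 active = inhibition above the mean inhibition of all tested compounds plus 3 SD, set per campaign, cut at about 52% in these data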;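 note: 0% = DMSO treated cells and 100% = cells given Gossypol at 36 µM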
TLR9-MyD88 inh – inhibitors of human TLR9-MyD88 binding; CHO BLA complementation TLR9-MyD88, CCF4 FRET ratio; inhibition, % at 4.98 µM; 340,000 tested, 0.21% active;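 active = inhibition above the mean over all tested compounds plus 3 SD, cut at about 21% in these data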;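 note: 0% = DMSO only wells and 100% = clavulanate BLA inhibitor control wells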
Numbers without * were called inactive; x = no result given.

SMILES	MC4R antag cAMP	HTR2A ag	MC4R ag barr	ABCB6 inh 2	ABHD5 PLIN5 PPI	H9c2 protect	Glyco luc inh	NOD2-RIPK2 inh	NCOA2 inhibitor	TLR9-MyD88 inh
OC1CCN(C(c2ccc3ncccc3c2)c2nnnn2C2CCCCC2)CC1 (configuration not stated)	2	0	0.2	99	7	2	0	-2	10	6
Nc1cc(=O)[nH]c(SCC(=O)NNC(=O)c2ccccc2)n1	-3	8	-3.8	104	-3	-2	0	5	-22	-2
O=C(Nc1nc2ccccc2n1CCOc1ccc(Cl)cc1)c1ccco1	3	-10	-0.3	95	4	39	8	-1	-27	3
CCC(CC)CN1CCN=C1Nc1ccccc1	3	10	-0.9	99	-6	0	1	-4	-16	1
O=C(NC1CCCC1)C(c1ccncc1)N(C(=O)c1csnn1)c1ccccc1F (configuration not stated)	7	8	0.1	84	-4	1	0	2	-11	3
O=C(Nc1ccc2c(c1)OCO2)c1cc(C2CCCCN2C(=O)c2ccc(Cl)cc2)on1 (configuration not stated)	3	2	0.2	81	-2	-4	1	-3	-24	x
Clc1cccc(CSc2nnc([C@@H]3CCCN3)o2)c1	5	-4	2.4	97	6	4	0	0	10	-7
Cc1ccc(NC(=O)CN(C)C(=O)COC(=O)COc2cc(C)cc(C)c2)cc1	4	4	-0.2	89	-3	3	1	-6	-38	5
O=S(=O)(NC1CCCCC1)c1cccs1	2	5	-2.6	98	8	-3	1	-4	5	5
CCOC(=O)C(CC)n1cnc2c(nnn2-c2ccc(F)cc2)c1=O (configuration not stated)	-2	-2	-0.1	101	0	2	-1	-20	3	0
O=S(=O)(NCc1ccccc1)c1ccc(S(=O)(=O)N2CCCCC2)cc1	8	-3	0.4	99	3	-4	0	-2	-11	1
COc1cccc(C2CC(c3ccccc3)n3ncnc3N2)c1 (configuration not stated)	-4	-1	-0.7	101	4	4	0	3	14	-3
CCOC(=O)C1CCCN(c2c(NCCN3CCCCC3C)c(=O)c2=O)C1 (configuration not stated)	-1	-1	0.1	99	-3	2	-1	-18	-8	0
CC1CCC2(CC1)NC(=O)N(CC(=O)Nc1cccc(S(=O)(=O)N3CCCCC3)c1)C2=O (configuration not stated)	10	1	-0.6	98	-10	-9	16	-9	24	8
COc1cccc(-c2nnc(SCN3C(=O)c4ccccc4C3=O)n2C)c1	6	-1	3.1	91	6	22	0	-2	18	4
O=C(NC1CCCc2ccccc21)c1cn2ccccc2n1 (configuration not stated)	0	-3	-5.5	95	-3	5	-2	1	-27	8
CC1CCC(NC(=O)CN2C(=O)C3CC=CCC3C2=O)CC1 (configuration not stated)	3	-6	-0.7	98	-6	9	1	-7	-23	-4
CCOC(=O)Nc1ccc2c(c1)N(C(=O)CN1CCN(C)CC1)c1ccccc1CC2	3	-1	-1.5	97	2	5	0	-14	21	4
CCC(=O)Nc1ccc2nn(-c3ccc(F)cc3)nc2c1	10	-7	-0.4	99	-1	-10	-15	9	-62	-12
O=C(Cn1cc(C(F)(F)F)cc(Cl)c1=O)NCc1ccc(F)cc1	-4	2	-1.1	105	-1	3	2	-1	-60	7
CC(C)COC(=O)N(C)C[C@@H]1OCc2cnnn2CCCC(=O)N([C@@H](C)CO)C[C@H]1C	8	-7	-2.1	98	9	1	2	9	-3	-6
COc1ccc(CN(C)C[C@@H]2OCc3cnnn3CCCC(=O)N([C@H](C)CO)C[C@H]2C)cc1	10	-6	1.1	104	-2	11	1	7	-2	1
COC(=O)c1cc(C(=O)Nc2nc3ccccc3[nH]2)cc([N+](=O)[O-])c1	10	3	-1.2	97	2	6	5	6	-32	-2
Cn1c(=O)c2c(nc(Cl)n2CC(=O)N2CCCCC2)n(C)c1=O	2	4	-1.4	91	3	8	4	18	-7	3
C/C(=N\NC(=O)COc1ccccc1)c1cccs1	4	-4	0.8	103	4	-3	0	-15	-40	2
SMILES	MC4R antag cAMP	HTR2A ag	MC4R ag barr	ABCB6 inh 2	ABHD5 PLIN5 PPI	H9c2 protect	Glyco luc inh	NOD2-RIPK2 inh	NCOA2 inhibitor	TLR9-MyD88 inh
COC(=O)[C@H](Cc1ccccc1)NC(=O)/C=C/[C@H]1O[C@@H](n2ccc(=O)[nH]c2=O)[C@H](O)[C@@H]1O	x	-1	x	96	8	6	2	-4	-8	x
CSCCC(NC(=O)c1ccco1)C(=O)N1CCN(C(c2ccccc2)c2ccccc2)CC1 (configuration not stated)	3	-3	-2.7	94	-1	3	-3	0	2	-2
COc1ccc(-c2cccc(N3CCN(c4ccccn4)CC3)n2)cc1OC	-5	8	4.2	97	0	21	0	-1	17	x
O=C(CN1CCN(S(=O)(=O)c2ccc(Cl)cc2)CC1)NCc1cccs1	-5	1	-0.7	103	10	4	2	-8	-18	0
Cc1ccc(NC(=O)c2noc(C(C)C)c2[N+](=O)[O-])cc1	9	-9	-3.0	112	5	-8	1	0	-8	12
CCOc1cc(C2C3=C(CCCC3=O)NC3=C2C(=O)CCC3)cc(Cl)c1O	6	2	-2.3	99	3	24	0	-4	3	0
COC(=O)c1cccc(NC(=O)Cc2coc3cc(OC)ccc23)c1	-2	1	-0.6	99	7	-3	4	-6	9	0
O=C(O)CCN1C(=O)c2ccc(NC(=O)COc3ccccc3)cc2C1=O	-1	-3	-1.0	96	-1	3	2	2	-11	1
N#CC1=C(N)Oc2nc(-c3ccccc3)[nH]c2C1c1cccnc1 (configuration not stated)	-1	1	-1.2	100	-16	11	-2	13	-28	5
C=CCn1c(=O)/c(=C2/SC(C)=C(C)N2CC)s/c1=C1/C(=O)N(CC)C(=S)N1c1ccccc1	4	8	4.7	106	2	9	2	2	4	-3
O=C(c1[nH]nc2c1CCc1ccccc1-2)N1CCN(Cc2ccc3c(c2)OCO3)CC1	9	-5	-0.9	103	8	-6	7	1	x	-9
O=C(CN1CCN(c2ccccc2)CC1)Nc1ccccc1C(=O)NCCc1ccccc1	4	-3	0.7	94	11	4	-12	8	-53	-6
N#C/C(=C\c1ccc(N2CCOCC2)o1)C(=O)NC1CCCCC1	-17	-5	-1.2	113	11	-1	2	7	-12	-4
O=C(Nc1cccc(Cl)c1)c1cncn1-c1ccc(F)cc1	17	-13	2.0	97	-19	-3	1	1	-22	-10
CCn1c(SCC(=O)N/N=C\c2ccccc2OCC(=O)O)nnc1-c1ccc(Cl)cc1	-2	-4	-0.3	95	-3	0	1	0	-18	1
CC(NC(=O)Cc1ccccc1)c1nc2ccccc2[nH]1 (configuration not stated)	7	4	1.7	99	-8	3	2	1	1	2
COc1ccc2c(c1)CCc1cn3ncc(C#N)c3nc1-2	1	1	1.7	214	-1	-6	0	-14	-59	2
Cc1noc(C)c1NC(=O)Nc1ccc2c(c1)C(=O)N([C@H](C)CO)C[C@H](C)[C@@H](CN(C)S(=O)(=O)c1c(C)noc1C)O2	-4	0	1.6	98	0	2	0	-5	-25	13
CC(=O)NC1C(=O)N=C(SCC(=O)Nc2c(C)cccc2C)NC1=O (configuration not stated)	2	0	-0.1	104	-20	-2	3	3	12	1
CN(C)CCN(CC1CCCN(Cc2ccccc2F)C1)C(=O)c1ccc(F)cc1 (configuration not stated)	4	-5	-0.5	93	-13	2	-2	1	13	-6
CCCN(CC(=O)Nc1ccc(F)c(F)c1F)C(=O)c1ccc(=O)n(Cc2ccccc2)n1	6	-3	-0.8	83	-7	0	-1	-13	15	2
Cn1ncc(C#N)c1NC(=O)C1CC(c2ccc(Cl)cc2)=NO1 (configuration not stated)	14	-6	0.9	98	4	4	1	-4	-13	0
Cc1ccccc1OCC(=O)Nc1cccc(S(=O)(=O)NC2=NCCCCC2)c1	15	-8	-4.0	101	7	-9	-1	7	-7	-1
O=[N+]([O-])c1ccccc1N(CC1CO1)S(=O)(=O)c1ccccc1 (configuration not stated)	21	-2	-1.7	110	0	0	0	1	-26	7
COc1cc(=O)[nH]c(SC(C)C(=O)Nc2cccc3ccccc23)n1 (configuration not stated)	3	0	-1.6	92	2	-9	1	-6	-21	2

4 compounds from above, ordered by their value in ABCB6 inh 2, high to low.
compound | ABCB6 inh 2
O=C(CN1CCN(S(=O)(=O)c2ccc(Cl)cc2)CC1)NCc1cccs1 | 103
COC(=O)c1cccc(NC(=O)Cc2coc3cc(OC)ccc23)c1 | 99
CN(C)CCN(CC1CCCN(Cc2ccccc2F)C1)C(=O)c1ccc(F)cc1 (configuration not stated) | 93
COc1cc(=O)[nH]c(SC(C)C(=O)Nc2cccc3ccccc23)n1 (configuration not stated) | 92

Next part.
SMILES	MC4R antag cAMP	HTR2A ag	MC4R ag barr	ABCB6 inh 2	ABHD5 PLIN5 PPI	H9c2 protect	Glyco luc inh	NOD2-RIPK2 inh	NCOA2 inhibitor	TLR9-MyD88 inh
COc1ccc([N+](=O)[O-])cc1N(CC(=O)N(C)C)S(C)(=O)=O	28	1	-1.9	98	-2	1	0	-3	-24	-11
COc1ccc2cc(C#N)c(N3CCN(Cc4nnnn4CCC(C)C)CC3)nc2c1	4	5	-1.4	88	3	-25	-1	-6	-12	-14
Cc1ccccc1C(=O)N1CCc2cc(-c3nc(NC(=O)Cc4ccc5c(c4)OCO5)sc3C)ccc21	8	0	0.6	94	1	-8	-7	-7	x	-4
Cc1nn(C(=O)N(C)C)c(C)c1CN1C(=O)c2ccccc2C1=O	2	-2	-0.1	103	-3	8	0	-3	-12	-3
CC1CCCCN1C(=O)C(Cc1ccccc1)N1C(=O)C2CCCCC2C1=O (configuration not stated)	14	-4	3.6	94	0	4	1	-10	-34	-5
COc1ccc(CCN(CC(=O)NC(C)(C)C)C(=O)Cn2nnc(-c3ccc(C)o3)n2)cc1OC	3	1	0.4	98	1	6	0	-5	-14	2
Cc1nc2ccc(NC(=O)Cc3c(F)cccc3Cl)cc2s1	3	3	0.5	97	3	-4	-1	-9	-34	-11
O=C(COC(=O)c1ccccc1)NC1CCCC1	3	0	-1.6	169	3	3	2	-8	-10	-3
O=C1CCCc2nc3c(cc21)C(O)Oc1c-3ccc2ccccc12 (configuration not stated)	-5	0	-1.8	84	-3	-13	-2	5	-58	4
COc1ccc(CNCCCSc2ncccn2)c(OC)c1	3	12	0.1	99	2	12	-2	2	4	-4
CCOC(=O)c1c(NC(=O)c2c(C)noc2C)sc2c1CCCCC2	-1	-1	-0.2	103	-3	-19	-1	4	x	-3
COc1cccc(NC(=O)CCCOc2cc(=O)n(C)c3ccccc23)c1	0	3	-2.5	93	7	10	17	-3	-46	0
COc1ccc(N2CCN(CCNC(=O)c3ccc4nc5ccccc5c(=O)n4c3)CC2)cc1	23	-3	-0.2	94	-6	14	0	-2	-4	-2
C[N+]1(CCNC(=O)/C=N/O)CCCCC1	-1	3	-1.5	83	-5	-4	1	-3	21	2
CC(C)Oc1cc(F)ccc1-c1cc(C(=O)NCc2cccs2)[nH]n1	-2	0	-1.5	98	-9	-6	-3	0	-26	x
Cc1ccc(Cl)cc1N1CCN(C(=O)Cc2c(C(=O)O)[nH]c3ccc(Cl)cc23)CC1	10	2	1.6	95	-6	-2	0	-8	-32	6
O=C(COc1ccccc1)Nc1ccncc1	5	9	-1.9	100	3	0	1	-4	-34	7

Screening results (PubChem)

Some of the compounds tested; the hit share may differ from the screen's.
